# Bioassay records from PubChem BioAssay.
# DENV2 CPE rescue – protects cells from dengue virus 2 cytopathic effect | DENV2-infected cells, cytopathic effect rescue, plate reader | CPE inhibition, % at 9.99 µM | 1.7% of 350,000 active; in the data active = CPE inhibition above about 20%, passing the limit was not always enough; inconclusive = no clear call, values can overlap the other calls; tested in BHK-21 cells;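 note: 0% = median of neutral control wells and 100% = median of positive control wells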
# EWS-Fli block – blocks EWS/Fli oncoprotein-driven transcription; inhibition, % at 12.6 µM; 0.67% of 350,000 active; A673 NR0B1-luciferase reporter, viability-normalised; AID 651661;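 active = mean inhibition of at least 50% after viability correction, with every replicate also passing that limit; inconclusive = mean reaches 50% but only one of two replicates passes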;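 note: firefly luciferase signal divided by Alamar Blue viability fluorescence both relative to DMSO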
# F508del corr – correctors of CFTR F508del function in bronchial epithelial cells; AID 720511; activity (quench increase), % at 7.58 µM; CFBE cells, YFP halide quenching; stimulated with forskolin plus potentiator P3; % fluorescence drop versus neutral controls; 0.36% of 350,000 active;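 active = mean added fluorescence quench of at least 8% versus neutral control, with both replicates also reaching 8%; inconclusive = only one of the mean or replicate conditions met; inactive = mean below 8% and not both replicates reaching 8%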;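 note: cells transiently co-express mutant CFTR-F508del with the halide-sensitive YFP; corrector assay measuring rescue of mutant channel to the surface after 24 h compound exposure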
# FN deposit inh – fibronectin deposition inhibition; AH1F fibroblasts, Alexa488-fibronectin deposition fluorescence, overnight; inhibition, % at 12.6 µM; 0.086% of 350,000 active; AID 743247;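 active = mean inhibition across replicates of 30% or more, regardless of how many single replicates reach that level; inconclusive = mean under 30% yet at least half of replicates reach 30%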;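 note: positive control wells lacked labelled fibronectin entirely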
#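 Material – AH1F fibroblast monolayer, labelled fibronectin deposition · Reagent – labelled fibronectin 24 nM · Timing – 1 h adhesion, overnight exposure · Measured by – fluorescence at 485 nm excitation, 525 nm emission · Read-out – inhibition of fibronectin deposition signal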
# miR122 inh – inhibitors of miR-122 in Huh7 cells | 0.3% of 340,000 active | activation (reporter increase), % at 12.5 µM | AID 602342 | Huh7 miR-122 Renilla luciferase sensor, 48 h; neutral wells = 0, positive control = 100;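 active = mean replicate activation score at least 90 and every replicate individually at or above 90; inconclusive = only one of the two criteria met; inactive = neither criterion met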;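 note: higher luciferase means less miR-122 activity so hits act as miR-122 inhibitors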
# PAX8 inh HTS – PAX8 transcriptional activity inhibition | RMG-I TPO-luciferase reporter, SteadyGlo, 24 h | inhibition, % at 12.6 µM | 1.2% of 360,000 active;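 active = mean replicate inhibition at least 60% with every replicate also reaching 60%; inconclusive = only one of the two criteria is met; inactive = mean below 60% and not all replicates reaching 60%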;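 note: luciferase light reporting Pax8 driven TPO promoter activity; plate controls were median of neutral control wells for no effect and mitoxantrone controls for full effect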
# INS-1E GSIS act – primary screen for activators of insulin secretion dependent on glucose, INS-1E cells, GLuc reporter luminescence | INS-1E GLuc reporter insulin secretion, 2-3 h | activation, % at 16.6 µM | 0.61% of 370,000 active | AID 743287;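 active = lowest replicate activation of at least 40%, so every replicate reaches that level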;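 note: 0% = median of neutral control wells and 100% = median of IBMX positive control wells; some compounds called inactive have numbers as strong as hits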
# Active calls of the source: *; ? = inconclusive; . = not tested or not shown; & = joins results of further samples; ! = not active in a repeat; [ ] = dose if it differs, or a comment. The list is partial (hit frequency here may not be typical).
SMILES,DENV2 CPE rescue,EWS-Fli block,F508del corr,FN deposit inh,miR122 inh,PAX8 inh HTS,INS-1E GSIS act
CC(=O)OC1CC(OC2C(O)CC(OC3C(O)CC(OC4CCC5(C)C(CCC6C5CC(O)C5(C)C(C7=CC(=O)OC7)CCC65O)C4)OC3C)OC2C)OC(C)C1OC1OC(CO)C(O)C(O)C1O (stereo unspecified),2,65*,-1.9,1,126*,111*,.
COc1cccc(-n2c(CN3CCOCC3)nc3ccc([N+](=O)[O-])cc3c2=O)c1,8,4,-2.3,-2,3,21,-6
O=C(Nc1ccc(F)cc1)N1Cc2ccccc2-n2nncc2C1,-1,-13,0.5,2,0,-3,3
CC(=O)C1CCC2C3CCC4CC(O)CCC4(C)C3CCC12C#N (stereo unspecified),-7,4,4.9,1,-7,-8,8
COc1ccc(-c2nn(Cc3ccccc3)cc2C(=O)NC2CC2)cc1OC,?,5,0.1,4,.,0,6
Cc1ccc(-c2cc(-c3ccccc3)cc(-c3ccccc3)[n+]2-c2ccccc2C(=O)O)cc1,4,21,0.6,-5,-5,77*,-39
CC[C@]12CC[C@H](O)CC1=CCC1C2CC[C@]2(C)C(=O)CCC12 (stereo partly specified),-2,-6,-2.0,-3,-3,-8,-17
CCOc1cc(CNCCc2cccc(F)c2)ccc1OC,15,13,1.9,-4,-6,-8,2
Cc1cccc(NC2=NCCCS2)c1,7,18,3.1,13,-5,-13,-5
COc1ccccc1CCNC1C2CC3CC(C2)CC1C3 (stereo unspecified),.,.,.,-1,.,9,20
COc1ccc(N2C(=O)NC(=O)/C(=C/c3ccc([N+](=O)[O-])s3)C2=O)cc1,11,3,3.2,1,-7,-2,-28
Clc1ccc([C@H]2CC3CCC2N3)cn1 (stereo partly specified),49*!,9&-8,0.1&1.6,.,.,.,-17&2
CCN1[C@@H]2Cn3c(ccc(-c4cccc(OC)c4)c3=O)[C@H]1[C@@H](C(=O)OC)[C@@H]2CO,10,-37,-0.1,.,2[16.7 µM],3,7
Cn1cc(C(=O)OCC(=O)Nc2ccccc2Cl)c2ccccc21,2,-3,2.9,8,0,-8,15
COC(=O)C1=C(c2ccc(F)cc2OCc2ccccc2)C[C@@H]2CC[C@H]1N2C(=O)NCc1ccc2[nH]ccc2c1,6,-11,-0.1,-20,-5,89*,3
C#CC(CC)(CC)NC(=O)Nc1ccc(OCC)cc1,.,-17,1.1,.,-4,15,7
Cc1cc(C)c2c(c1)-c1cc(C)nn1C(c1cccnc1)N2 (stereo unspecified),-2,4,1.8,7,1,-3,14
NC(=S)c1cn(C2OC(CO)C(O)C2O)c2ncnc(N)c12 (stereo unspecified),1,49,-3.7,22,.,108*,-18
COc1ccc(C)cc1NC(=O)c1c(C)nn(Cc2ccccc2)c1Cl,-3,-16,3.1,-5,.,-4,-6
Cn1c(O)c(N=Nc2ccc(S(=O)(=O)N3CCOCC3)cc2)c(=O)n(C)c1=O,.,.,.,-6,.,11,2
O=C(NC1CCCCC1)[C@@H]1CC=C[C@@H]2CCN(Cc3ccccc3)C(=O)[C@@H]21,1,-1,3.6,4,-1,-27,18
Cc1cccc(C)c1NC(=O)CN(C)CC(=O)Nc1ccc(C#N)c(Cl)c1,.,.,.,-5,2,16,.
O=[N+]([O-])c1ccc(N2CCCNCC2)c2ncccc12,?,-12,0.3,-1,.,14,-4
COC(=O)C1=C(c2cccc(C#N)c2)C[C@@H]2CC[C@H]1N2C(=O)N1CCCCC1,6,-3,0.9,10,.,5,-16
COCC#Cc1ccc([C@H]2[C@H](CO)N3CCCCN(C(=O)Cc4ccccn4)C[C@@H]23)cc1,2,-17,0.5,.,7[16.7 µM],-14,8
O=[N+]([O-])c1cccc(C2N3CCCN23)c1 (stereo unspecified),.,5,-1.7,-3,-3,10,-2
CC(NC(=O)Oc1ccccc1)C(c1cccs1)N1CCOCC1 (stereo unspecified),0,9,0.4,.,-2,.,-3
O=S(=O)(c1ccc(Cl)cc1)N1CC1c1ccccc1 (stereo unspecified),.,.,.,-12,.,3,-3
Cc1nn(C2CCOC(C)(C)C2)c2c1C(c1ccc(OC(C)C)cc1)SCC(=O)N2 (stereo unspecified),.,.,.,-13,-5,12,.
CCN1CCN(c2ccc(N)cc2C)CC1,1,-5,.,11,.,4,2
FC(F)(F)Oc1ccc(C2NCc3ccccc3-n3cccc32)cc1 (stereo unspecified),-4,11,0.0,-7,-6,-7,-1
CC1NCCC2(O)CCCCC12 (stereo unspecified),7,-6,-0.4,.,.,-14,-4
Cc1c(C=O)c2ccccc2n1Cc1ccccc1,-4,7,-2.7,5,.,22,28
CCC(=NCCOc1ccc(Cl)cc1)c1c(O)n(C)c(=O)n(C)c1=O,.,.,.,1,-4,12,-38
COCCOC(=O)c1c(C)n(C)c2ccc(OC(=O)N(C)C)cc12,.,.,.,9,1,.,12
COc1ccc(C(=O)CN2CCCCC2)cc1,-2,-3,-1.5,4,-2,-6,-1
CCC1(C2=NCCN2)Cc2ccccc2O1 (stereo unspecified),-6,3,-0.8,-5,-1,-4,.
CCC1([N+](=O)[O-])COP(=O)(NCc2cccnc2)OC1 (stereo unspecified),-8,-8,-1.7,-2,.,0,.
O=C1NC(=O)C(CCc2ccncc2)(Cc2ccc(OCc3ccccc3)cc2)C(=O)N1,4,-10,-1.7,10,.,-5,16
COc1ccc(-n2nnnc2C(c2ccccc2OC(F)(F)F)N2CCC(n3c(=O)[nH]c4ccccc43)CC2)cc1 (stereo unspecified),10,-2,3.5,.,-10,25,-13

# Structures listed so far with a halogen:
SMILES,DENV2 CPE rescue,EWS-Fli block,F508del corr,FN deposit inh,miR122 inh,PAX8 inh HTS,INS-1E GSIS act
O=C(Nc1ccc(F)cc1)N1Cc2ccccc2-n2nncc2C1,-1,-13,0.5,2,0,-3,3
CCOc1cc(CNCCc2cccc(F)c2)ccc1OC,15,13,1.9,-4,-6,-8,2
Clc1ccc([C@H]2CC3CCC2N3)cn1 (stereo partly specified),49*!,9&-8,0.1&1.6,.,.,.,-17&2
Cn1cc(C(=O)OCC(=O)Nc2ccccc2Cl)c2ccccc21,2,-3,2.9,8,0,-8,15
COC(=O)C1=C(c2ccc(F)cc2OCc2ccccc2)C[C@@H]2CC[C@H]1N2C(=O)NCc1ccc2[nH]ccc2c1,6,-11,-0.1,-20,-5,89*,3
COc1ccc(C)cc1NC(=O)c1c(C)nn(Cc2ccccc2)c1Cl,-3,-16,3.1,-5,.,-4,-6
Cc1cccc(C)c1NC(=O)CN(C)CC(=O)Nc1ccc(C#N)c(Cl)c1,.,.,.,-5,2,16,.
O=S(=O)(c1ccc(Cl)cc1)N1CC1c1ccccc1 (stereo unspecified),.,.,.,-12,.,3,-3
FC(F)(F)Oc1ccc(C2NCc3ccccc3-n3cccc32)cc1 (stereo unspecified),-4,11,0.0,-7,-6,-7,-1
CCC(=NCCOc1ccc(Cl)cc1)c1c(O)n(C)c(=O)n(C)c1=O,.,.,.,1,-4,12,-38
COc1ccc(-n2nnnc2C(c2ccccc2OC(F)(F)F)N2CCC(n3c(=O)[nH]c4ccccc43)CC2)cc1 (stereo unspecified),10,-2,3.5,.,-10,25,-13

# Following part.
SMILES,DENV2 CPE rescue,EWS-Fli block,F508del corr,FN deposit inh,miR122 inh,PAX8 inh HTS,INS-1E GSIS act
CCOP(=O)(OCC)C(Cc1ccccc1)NC(C)=O (stereo unspecified),-3,-2,0.8,-1,0,-3,3
CN1CCN(c2nc(N(C)C)oc(=O)c2C#N)CC1,.,.,.,-5,0,5,.
COc1ccc2c(c1O)[C@]13CCN(C)[C@H](C2)[C@@H]1CCC(=O)C3,10,5,-1.1,3,.,-15,12
C=CCn1c(O)c(/C=N/NC(=O)c2ccncc2)c(=O)[nH]c1=O,6,5,-2.4,3,.,-2,.
C/C=C/c1ccc([C@H]2[C@H](CO)N3CCCCN(C(=O)Cc4cccnc4)C[C@@H]23)cc1,2,8,1.0,4,-2[16.7 µM],-10,0
O=C(C(=O)N1CCC2(CC1)OCCO2)c1c[nH]c2ccccc12,?,11,0.2,.,.,-9,-15
Cc1c(CCN)ccc2c1[nH]c1ccccc12,10,-6,3.7,-2,4,-19,-14
Cc1nc2cc([N+](=O)[O-])ccc2c(=O)n1-c1ccc(Br)cc1,7,11,-2.4,13,.,0,18
CSc1ccc(CNC(C)C(O)c2ccccc2)cc1 (stereo unspecified),-4,2,-1.7,.,-2,-10,9
CC(C)Oc1cccc(C(=O)C2CCCN(C3CCOCC3)C2)c1 (stereo unspecified),16,3,-2.7,.,2,15,4
CN1CC(C(=O)c2ccc(Cl)cc2)C(c2ccc(Cl)cc2Cl)C1 (stereo unspecified),8,11,2.0,-2,2,12,.
O=C(O)c1ccc([N+](=O)[O-])c([N+](=O)[O-])c1,13,13,0.3,3,-2,30,-1
O=C(CCNC(=O)N1C[C@H]2C[C@@H](C1)c1cccc(=O)n1C2)Nc1ccc(F)cc1,-8,-4,3.4,.,-11,.,2
O=S1(=O)CC2(N3CCOCC3)CCCCCCC21 (stereo unspecified),-1,-1,-0.1,.,-1,.,16
O=C1NC(=O)N(c2ccccc2F)C(=O)/C1=C/c1cn(CC(=O)N2CCOCC2)c2ccccc12,-1,-4,-1.6,3,.,4,-14
COC(=O)C1=C(C)NC(=S)NC1c1ccc(N(CCCl)CCCl)cc1Cl (stereo unspecified),-7,1,1.8,5,0,-13,.
CC12CC(=O)C3C(CCC4CC(=O)C=CC43C)C1CCC2=O (stereo unspecified),-15,-6,1.6,3,4,-4,-19
CC1(C)CC(=O)C(C=NCCN2CCN(C(=O)Cc3ccccc3)CC2)=C(O)C1,15,-10,-0.9,.,-2,.,-5
C[C@]12CCC(=O)C=C1CC[C@@H]1C2[C@H](O)C[C@]2(C)C(=O)CCC12 (stereo partly specified),-8,24,-0.4,-1,1,1,-10
CC1(c2ccccc2)NCCN2C(=O)CSC21 (stereo unspecified),.,.,.,2,2,3,.
CCN1CCN(Cc2nc3ccc([N+](=O)[O-])cc3c(=O)n2-c2ccccc2F)CC1,-3,0,-4.8,0,.,24,-26
COc1ccccc1N1CCN(Cc2ccc(SC)cc2)CC1,0,5,-1.0,-8,-6,0,-25
Cc1ccc(N2C(=O)CC(=O)NC2=O)c(C)c1,4,.,-0.3,-11,0,-22,0
COc1ccc(-n2c(O)c(C(C)=Nc3ccc4c(c3)CCC4)c(=O)[nH]c2=O)cc1,-1,-26,-2.3,2,3,17,-12
Cc1ccc(-c2ccc(=O)n(CCC(=O)N3CCC4(CC3)OCCO4)n2)cc1,11,-52,1.5,-3,.,-31,-4
Cc1cc([N+](=O)[O-])c(Cl)cc1NC(=O)C(C)C,.,.,.,2,.,6,17
CCCCC(=O)N/N=C/c1c(O)n(CCc2ccccc2)c(=O)[nH]c1=O,0,21,-5.3,1,-3,6,.
CC1CCCCN1C(=O)c1ccc(N2CC3CC(C2)c2cccc(=O)n2C3)c([N+](=O)[O-])c1 (stereo unspecified),.,.,.,0,.,4,-3
Clc1ccc(CSC(Cn2ccnc2)c2ccc(Cl)cc2Cl)cc1 (stereo unspecified),-3,24,4.8,1,9,16,15
